Screening results from PubChem.
a7 integrin act – qHTS for Activators of Integrin-Mediated Alleviation for Muscular Dystrophy; Potency, µM (doses to about 38.3 µM), for the others: at the top dose activation, actives largely listed as activators; alpha7betagal myoblasts, beta-gal FDG fluorescence, 48 h; AID 624291, 2012; 350,000 tested, 0.064% active;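 note: potency is the fitted concentration of half-maximal effect; 100% = response of the positive control SU9516; nearly all actives have a fitted effect of over 60% in size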
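Alpha7betagal+/- myoblasts (passage 13) were plated 16-24 hr, then exposed to compounds (1:260 dilution of DMSO stock) for 48 hours at 37C. After MPER lysis, β-galactosidase reporter activity was read as FDG fluorescence (ex 480/em 540) after 30 minutes.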
B2AR arrestin – qHTS assay of beta-arrestin-biased ligands of beta2-adrenergic receptor | Beta-2 adrenergic receptor (Homo sapiens), P07550 | beta-arrestin recruitment to beta2AR, cell-based reporter | Potency, µM (doses to about 46.1 µM), for the others: top-dose activation, usual class: activators | 330,000 tested, 0.02% active | AID 492947, 2010;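 note: potency is the fitted concentration of half-maximal effect; 0% = DMSO controls and full agonism = EC100 isoproterenol or metaproterenol; nearly all actives have a fitted effect of over 65% in size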
S-ASM inh – Inhibitors of Secretory Acid Sphingomyelinase (S-ASM): qHTS; Potency, µM (series often up to 57.5 µM), inactives show top-dose activity change, negative = inhibition, hits mostly inhibitors; 340,000 tested, 0.006% active; placental ASM, HMU-PC fluorogenic substrate, 60 min; Sphingomyelin phosphodiesterase (Homo sapiens), P17405; note: potency is the fitted concentration of half-maximal effect
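Human placenta-derived ASM preincubated with compound 10 min at room temperature, then reacted with 9 uM (final) fluorogenic HMU-PC substrate for 60 min at 37 C. Stop solution raises pH to 10; fluorescence read at Ex 386/Em 447 nm.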
TSG101-PTAP inh – qHTS Assay for Iinhibitors of HIV-1 Budding by Blocking the Interaction of PTAP/TSG101; Tumor susceptibility gene 101 protein (Homo sapiens), Q99816; Fluorescence polarization, FITC-PTAP peptide / Tsg101 binding; Potency, µM (series often up to 115 µM), without a hit: at the highest dose activity change, negative = inhibition, usual class: inhibitors; 340,000 tested, under 10 active; AID 493005, 2010; active = well fitted inhibition curve with a large enough effect in the main read-out, with a control signal flat, not every such curve was filed as active; inconclusive = small, poorly fitted or top-dose-only effect, or effect the other way, or a change in a side signal; inactive = no such curve, though single readings can be large or run the other way; note: potency is the fitted concentration of half-maximal effect; % of control where 0% means no effect
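Compounds were pin-transferred onto Tsg101 binding domain (10 uM final) in HEPES pH 7.5 buffer, then FITC-PTAP peptide was added at 50 nM final. After 20 min at RT, polarization reported peptide displacement across a qHTS concentration series.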
BCR signal inh – qHTS Assay to Find Inhibitors of Chronic Active B-Cell Receptor Signaling | ABC-DLBCL IkBa-CBG/CBR reporter, luminescence ratio, 4 h | Potency, µM (series often up to 46.1 µM), without a hit: at the highest dose ratio change, negative = lower green/red ratio, most hits filed as inhibitors | 340,000 tested, 0.05% active; active = well fitted inhibition curve with a large enough effect in the signal ratio, with a control signal flat, not every such curve was filed as active; inconclusive = small, poorly fitted or top-dose-only effect, or effect the other way, or a change in a side signal; the % refers to the signal ratio;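 note: potency is the fitted concentration of half-maximal effect; plate controls were basal doxycycline-induced cells for no effect and cells given 10 µM MG132 for full effect; MG132 reads +100%, hits lower the ratio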
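Cell line TMD8 (human ABC DLBCL), stably expressing tet-inducible CBG68-IkBa fusion and CBR; IMDM/0.5% FBS; cpd up to 46 uM; dox induction, 4 h, 37C/5% CO2; dual luminescence; green/red ratio; MG132 control.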
GALK inhibitor – qHTS Assay for Inhibitors of Human Galactokinase (GALK); AID 1868, 2009; 270,000 tested, 0.007% active; Potency, µM (series often up to 57.5 µM), for inactives: at the top dose activity change, negative = inhibition, hits mostly inhibitors; Purified GALK, Kinase-Glo residual ATP luminescence; P51570; note: potency is the fitted concentration of half-maximal effect; % is set by controls: 0 for no effect and ±100 for the full control effect
Target sequence (P51570 whole entry, looked up): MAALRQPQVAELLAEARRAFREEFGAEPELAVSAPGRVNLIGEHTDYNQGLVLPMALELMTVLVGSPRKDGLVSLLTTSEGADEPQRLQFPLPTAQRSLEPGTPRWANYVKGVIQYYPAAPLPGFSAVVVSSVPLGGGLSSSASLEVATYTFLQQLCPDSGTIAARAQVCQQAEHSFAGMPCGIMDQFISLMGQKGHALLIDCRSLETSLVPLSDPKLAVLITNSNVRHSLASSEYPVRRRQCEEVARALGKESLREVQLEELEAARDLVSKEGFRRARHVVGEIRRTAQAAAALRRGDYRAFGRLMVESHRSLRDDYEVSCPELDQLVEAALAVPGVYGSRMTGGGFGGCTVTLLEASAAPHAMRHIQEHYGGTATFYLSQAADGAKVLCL
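Human GALK (5 nM) with 35 uM ATP and 100 uM galactose in 20 mM HEPES pH 8.0, 5 mM MgCl2, 60 mM NaCl, 1 mM DTT, 0.01% BSA. After 1 h at room temperature, leftover ATP was read by Kinase-Glo Plus luminescence.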
Menin-MLL TR inh – qHTS Assay for Inhibitors Targeting the Menin-MLL Interaction in MLL Related Leukemias: Competition With Texas Red Labeled MLL-derived Mutant Peptide; 270,000 tested, 0.23% active; Potency, µM (series often up to 61.6 µM), for inactives: at the highest dose FP activity change, negative = inhibition, usual class: inhibitors; Menin + Texas Red MLL mutant peptide, fluorescence polarization; O00255; active = well fitted inhibition curve with a large enough effect in the polarisation, with a control signal flat, not every such curve was filed as active; inconclusive = small, poorly fitted or top-dose-only effect, or effect the other way, or a change in a side signal; inactive = no such curve, though single readings can be large or run the other way; the % refers to the polarisation; note: potency is the fitted concentration of half-maximal effect; % of control where 0% means no effect; many of its hits are not listed in these tables
Target sequence (O00255 whole entry, looked up): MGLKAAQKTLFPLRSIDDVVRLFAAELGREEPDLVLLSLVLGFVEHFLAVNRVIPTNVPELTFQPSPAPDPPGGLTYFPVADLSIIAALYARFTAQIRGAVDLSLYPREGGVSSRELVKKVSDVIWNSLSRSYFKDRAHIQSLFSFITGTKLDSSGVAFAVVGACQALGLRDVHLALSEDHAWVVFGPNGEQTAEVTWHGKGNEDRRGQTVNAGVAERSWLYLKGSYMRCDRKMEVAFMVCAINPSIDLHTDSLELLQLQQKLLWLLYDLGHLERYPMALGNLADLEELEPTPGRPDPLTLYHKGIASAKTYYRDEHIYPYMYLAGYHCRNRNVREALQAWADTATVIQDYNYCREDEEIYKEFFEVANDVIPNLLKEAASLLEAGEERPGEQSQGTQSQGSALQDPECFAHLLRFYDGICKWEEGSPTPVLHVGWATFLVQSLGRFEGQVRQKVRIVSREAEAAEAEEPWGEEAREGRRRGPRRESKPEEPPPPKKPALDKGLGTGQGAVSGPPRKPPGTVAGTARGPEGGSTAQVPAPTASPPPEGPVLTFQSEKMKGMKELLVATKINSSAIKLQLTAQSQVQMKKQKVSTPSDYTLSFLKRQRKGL
Coupling enz – qHTS Assay for Inhibitors of Fructose-1,6-bisphosphate Aldolase from Giardia Lamblia: Coupling assay counterscreen; 290,000 tested, 0.67% active; activity change, negative = inhibition, % at 58.2 µM, hits read low; coupling enzyme system counterscreen, AmpLite Red fluorescence; in the data active = activity change below about -30%; note: % is set by controls: 0 for no effect and ±100 for the full control effect
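Final compound at 57.5 uM, incubated 10 min at RT with coupling enzyme reagent (glyceraldehyde-3-phosphate), then 20 min with substrate and AmpLite Red detection. Fluorescence read at 525/598 nm; tests interference with the coupling assay, not aldolase inhibition.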
Giardia killer – Small Molecules that selectively kill Giardia lamblia: qHTS. Giardia lamblia trophozoite viability. activity change, % at 7.66 µM, hits read low. 340,000 tested, 0.15% active. AID 540267, 2011; in the data active = activity change below about -80%; inconclusive = between about -30% and that limit;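 note: parasites exposed to compound for two days anaerobically before the ATP read; % is set by controls: 0 for no effect and ±100 for the full control effect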
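Killing of trophozoites was scored by loss of ATP luminescence after a 48 hrs anaerobic exposure to compounds at 37 deg C, using 100 cells per well.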
Tb PFK block – qHTS Assay to Find Inhibitors of T. brucei phosphofructokinase. AID 485367, 2010. T. brucei PFK, ADP-Glo luminescence. 330,000 tested, 0.17% active. ATP-dependent 6-phosphofructokinase (Trypanosoma brucei brucei), O15648. Potency, µM (series often up to 57.5 µM), for inactives: top-dose activity, negative = inhibition, usual class: inhibitors;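 note: potency is the fitted concentration of half-maximal effect; 0% = uninhibited 1x PFK enzyme wells and -100% = no-enzyme wells; nearly all actives have a fitted effect of over 60% in size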
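Activity is normalized to no-enzyme wells (full inhibition) and 1.25 nM enzyme wells (no inhibition). Reaction: 0.5 mM F6P, 0.1 mM ATP, 45 min RT, ADP-Glo luminescence; concentration-response curves fitted and classed by quality.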
PKM2 act – qHTS Assay for Activators of Human Muscle isoform 2 Pyruvate Kinase. purified PKM2, Kinase-Glo ATP luminescence, activation; response scale: 0% is enzyme alone, no compound. 260,000 tested, 0.34% active. Potency, µM (highest dose often 57.5 µM), inactives show at the top dose activation, hits mostly activators. Pyruvate kinase PKM (Homo sapiens), P14618; note: potency is the fitted concentration of half-maximal effect; % is set by controls: 0 for no effect and ±100 for the full control effect; nearly all actives have a fitted effect of over 55% in size
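Purified hPK-M2 (>95% pure) converted ADP (0.1 mM final) to ATP with 0.5 mM PEP in 50 mM imidazole pH7.2, KCl, MgCl2, Tween 20, BSA; 1 h at room temperature. ATP detected by Kinase-Glo luminescence.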
Active calls of the source: *; u = inconclusive; x = no result given; & = joins results of further samples; [ ] = dose if it differs, or a comment. Unless noted, calls come from the whole dose curve; as a rule, active = well fitted curve in the direction sought with a large enough effect; inconclusive = small, poorly fitted or top-dose-only effect, or another doubt; inactive = no such curve, though single readings can be large; an effect the other way counts as inactive or inconclusive.

Molecule	S-ASM inh	Tb PFK block	Menin-MLL TR inh	B2AR arrestin	GALK inhibitor	Coupling enz	PKM2 act	BCR signal inh	TSG101-PTAP inh	a7 integrin act	Giardia killer
CN(C(=O)c1cccc(NC(=O)Cc2ccc([N+](=O)[O-])cc2)c1)C1CCCC1	0%	-7%	x	-0.3%	x	x	x	-1%	-5%	-10%	-11
CCN(C(=O)CN1CCN(c2ccc(O)cc2)CC1)c1c(N)n(Cc2ccccc2)c(=O)[nH]c1=O	3%	u	10%	0.4%	-1%	-39*	8%	6%	-6%	1%	39[activator]
Cn1c(=O)n(C)c2cc([N+](=O)[O-])c(N3CCN(C(=O)c4ccc(F)cc4)CC3)cc21	-6%	2%	-5%	-1.2%	0%	-2	-5%	3%	-4%	-31%	-4
CSCCC(NS(=O)(=O)c1ccc2c(c1)OCCO2)C(=O)NCCc1ccccn1 (stereo not given)	3%	3%	0%[11.7 µM]	0.1%	1%	0	-5%	-1%	-6%	-19%	32[activator]
COC(=O)C(Cc1ccccc1)NC(=O)C12CC3CC(CC(C3)C1)C2 (stereo not given)	0%	6%	-6%	-0.3%	1%	1	0%	0%	-1%	24%	49[activator]
CC(c1ccc(F)cc1)n1cc(C(=O)NCc2ccccn2)nn1 (stereo not given)	6%	-4%	-16%	0.5%	8%	0	-4%	-3%	-4%	-27%	-11
CCOc1ccccc1NC(=O)c1ccc(F)c(S(=O)(=O)N2CCC3(CC2)OCCO3)c1	-3%	-2%	u	0.0%	1%	2	0%	-6%	0%	-7%	-4
COc1ccc(O/C(=N\S(=O)(=O)c2ccccc2)c2ccccc2)cc1	3%	-7%	-7%	0.5%	0%	-1	-1%	16%	-9%	10%	9
COc1ccc(N(CC(=O)Nc2ccc3c(c2)OCCO3)S(=O)(=O)c2c(C)noc2C)cc1	-2%	-2%	8%	-0.3%	-1%	0	-8%	1%	0%	2%	-12
CCCc1cc(=O)n2[nH]c(Cc3ccccc3)nc2n1	1%	-2%	3%	0.3%	-4%	1	-5%	-2%	-1%	-3%	-3
COCc1cc(C)nc(OC)c1C(N)=O	13%	-3%	1%	-0.4%	1%	3	x	0%	-3%	-13%	-1
O=C(c1cn(-c2ccccc2)nc1-c1cc2ccccc2oc1=O)N1CCOCC1	87%[activator]	-3%	-14%	0.3%	1%	2	0%	-4%	0%	17%	0
COC(=O)c1ccc(OCC(O)CNCC(c2ccc(OC)cc2)N(C)C)c(OC)c1 (stereo not given)	1%	1%	-21%	-0.5%	4%	1	5%	-1%	-2%	-4%	-5
Cc1noc(NS(=O)(=O)c2ccc(NC(=O)C34CC5CC(C3)CC(n3cnc(Cl)n3)(C5)C4)cc2)c1C	5%	1%	-4%	4.3%	0%	0	10%	u	-2%	13%	-5
COc1ccc(OC)c(NC(=O)CN(c2ccc(OC)c(Cl)c2)S(C)(=O)=O)c1	0%	3%	1%	0.2%	6%	0	-1%	-15%	-2%	10%	-2
O=C(NCCc1csc(-c2cccnc2)n1)c1c(F)cccc1F	-5%	5%	x	0.2%	0%	0	7%	1%	0%	1%	6
Cc1cc2cc3c(cc2nc1SCC(=O)N1c2ccccc2CC1C)OCO3 (stereo not given)	u	4%	-18%	-0.3%	-2%	0	22%	0%	-3%	-46%[inhibitor]	-8
O=C(CSc1nccn1-c1ncc(C(F)(F)F)cc1Cl)c1ccc(Cl)cc1	0%	1%	-3%	-0.4%	0%	5	-2%	3%	-4%	23%	2
C#CC(CC)(CC)NC(=O)c1cc(S(=O)(=O)N2CCCCC2)ccc1N1CCOCC1	-3%	1%	x	-0.4%	x	x	x	2%	0%	-12%	-16
Cc1cccc(NC(=O)c2ccc(OCC(=O)NCc3ccccc3)cc2)c1C	-2%	1%	-23%	-0.5%	-1%	5	-8%	5%	-9%	3%[7.66 µM]	-11

Molecule	S-ASM inh	Tb PFK block	Menin-MLL TR inh	B2AR arrestin	GALK inhibitor	Coupling enz	PKM2 act	BCR signal inh	TSG101-PTAP inh	a7 integrin act	Giardia killer
CC(=O)c1cc(-c2ccccc2)n(CC(=O)NC2CCCCC2)c1C	-4%	1%	-4%	-1.0%	2%	1	-15%	1%&15%	-5%	-2%	-2
COc1ccc(C)cc1NC(=O)CN1C(=O)C2CC=CCC2C1=O (stereo not given)	-1%	-1%	x	-0.2%	x	x	x	-1%	-4%	-7%	5
Cn1c(Cn2nnc3ccccc32)nnc1SCC(=O)N1c2ccccc2Sc2ccccc21	-1%	1%	-1%	3.7%	1%	6	-2%	u	-14%	1%	-6
CN1CCN(C(=O)c2ccc3c(c2)N(Cc2ccc(F)cc2)C(=O)c2ccccc2S3=O)CC1 (stereo not given)	6%	1%	2%	0.6%	x	4	15%	-1%	1%	-21%	2
CC1CCCCC1NC(=O)c1cncc(Br)c1 (stereo not given)	3%	3%	2%	-1.0%	2%	5	0%	-1%	-5%	6%	7
CCc1ccccc1NC(=O)CSc1nc2n[nH]c(C)c2c(=N)n1-c1ccc(OC)cc1	-10%	1%	1%	-0.6%	1%	2	1%	2%	-3%	-30%	-12
CCCCc1nc(SCC(=O)N2CCOCC2)c2c(=O)n(C)c(=O)n(C)c2n1	-4%	4%	-8%	u	-2%	2	-2%	0%	-2%	-16%	-6
Cc1ccc(/C=C/C(=O)NCCCN2CCN(CCCNC(=O)/C=C/c3ccc(C)o3)CC2)o1	2%	-19%	-4%	-1.9%	0%	1	8%	u	-10%	34%	-7
O=C(NCC1CCCO1)c1cc2c(s1)CS(=O)(=O)C2 (stereo not given)	2%	2%	-15%	-0.2%	-3%	-4	6%	0%	4%	-10%	-1
CCOC(=O)CSc1nc2c(cnn2-c2ccc(Cl)cc2)c(=O)[nH]1	0%	2%	44%[activator]	-0.9%	x	1	x	-1%	0%	-13%	-1
CN(C)C(=S)SCC(=O)NC(=O)NC(C)(C)C	6%	-11%	-4%	0.0%	0%	-1	1%	3%	-2%	0%	-8
CSc1nc(SC)c2c3c(oc2n1)COC(C)(C)C3	-13%	-1%	-2%	0.1%	9%	0	-1%	0%	-5%	23%	-1
N#C/C(=C(/O)c1cccs1)c1nc2ccccc2[nH]1	325%[activator]	3%	x	-0.5%	-3%	-4	1%	u	-5%	19%	-27
CC(=O)NC1(C(F)(F)F)N=C2SCCN2C1=O (stereo not given)	3%	u	4%	0.0%	2%	4	-1%	4%	-2%	-15%[7.66 µM]	11
COc1ccc(S(=O)(=O)N2CCN(CC(=O)Nc3cc(C(F)(F)F)ccc3Cl)CC2)cc1	-2%	1%	-10%	-0.1%	-2%	-4	-3%	8%	3%	-3%	6
COC(=O)CCCC1=CC2=CC(=O)C(C)(OC(=O)c3cccs3)C(=O)C2=CN1c1cccc(C#N)c1 (stereo not given)	2%	2%	-4%[11.7 µM]	0.1%	-4%	-4&-7	1%[11.5 µM]	9%	-8%	-2%	5
CCOC(=O)c1nnn(-c2nonc2N)c1COc1cc(C)c(Cl)c(C)c1	u	3%	u	0.1%	0%	6	1%	u	-4%	14%	-6
Cc1nc(-c2cccnc2)sc1C(=O)Nc1ccc(C(F)(F)F)cc1	-14%	5%	37%[activator]	-0.2%	-2%	2	-1%	-3%	-5%	4%	-1
O=C(c1cc(S(=O)(=O)N2CCOCC2)ccc1F)N(Cc1nnc(-c2ccccc2Cl)o1)C1CC1	-2%	0%	x	-0.1%	x	x	x	0%	0%	-23%	-4
Nc1cc(OC(=O)c2ccc(F)cc2)nn1S(=O)(=O)c1ccccc1	-4%	-1%	0%	0.2%	-4%	-2	-10%	u	-1%	0%	-6

These rows are one share of the data; count on the stated rates, not on these rows.
